Assay outcomes (PubChem BioAssay)
IEC-6 tox – cytotoxicity in IEC-6 intestinal epithelial cells, primary screen, cytotoxicity control for KLF5 inhibitor project, cell-based, luminescence; IEC-6 cytotoxicity, luminescence viability; inhibition, % at 5 µM; actives 0.78% (n = 290,000); AID 1825, 2009; in the data active means inhibition above about 22%;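 further: 0% = plate median of test compound wells and 100% = cytotoxic reference compound wells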
SKKanGAS inh – S. pyogenes SKKanGAS growth inhibitors in kanamycin, primary screen, streptokinase expression inhibitor project, SKKanGAS strain, BacTiter-Glo luminescence | actives 1.3% (n = 300,000) | inhibition, % at 7.5 µM | 6 h | AID 1662, 2009;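 active means mean replicate score, as percent of positive control median, at least 50; inconclusive means mean below 50 but one replicate at or above 50; inactive means mean and every replicate below 50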;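 further: strain carries kanamycin resistance gene driven by streptokinase promoter and grows in 40 µg/ml kanamycin; loss of luminescence reflects streptokinase promoter inhibition or plain growth inhibition; 0% = median of DMSO wells and 100% = positive control at its reference dose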
HSF-1 act – HSF-1 activators, primary screen, NIH3T3-HGL cells, MG132 stress, luminescence, single point; NIH3T3-HGL HSF-1 luciferase reporter, 8 h; 100% = twice DMSO control signal; activation, % at 9 µM; actives 1.7% (n = 300,000); AID 504408, 2011;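 active means mean replicate activation of at least 50% with a set share of replicates each reaching 50%; inconclusive means only one of those two conditions met; inactive means mean below 50% and too few replicates reaching it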;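 further: 0% = median of the neutral control wells and 100% = twice that signal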
aSyn UTR inh – MLPCN primary screen, SNCA 5' untranslated region; alpha-synuclein 5'UTR reporter, inhibitor activity; inhibition, % (tested at 7.5 µM); actives 0.82% (n = 300,000); AID 1813, 2009; in the data active means inhibition above about 60%; inconclusive means no clear call, values can overlap the other calls;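 further: H4 neuroglioblastoma cells stably carrying SNCA 5'UTR luciferase fusion; 0% = DMSO wells and 100% = positive control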
AI-2 QS modul – Vibrio harveyi AI-2 quorum sensing modulators, primary screen, JMH597 strain, luminescence/OD600 ratio. activity change, % at 7.5 µM. Vibrio harveyi JMH597 AI-2 luminescence/OD600 ratio, 9 h; stronger effect = lower value; strain lacks LuxN and CqsS sensors; 0 = neutral-control median. AID 2094, 2009. actives 0.4% (n = 300,000); in the data active means activity change below about -75%, passing the limit was not always enough; inconclusive means no clear call, values can overlap the other calls;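 further: luminescence divided by OD600 gain over 9 h not by final OD600 alone; inactives centre near 13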
KLF5 inh – KLF5 expression inhibitors, primary screen, DLD-1 cells, luminescence | DLD-1 KLF5 promoter-luciferase reporter | inhibition, % at 5 µM | actives 0.23% (n = 290,000) | AID 1700, 2009;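 active means inhibition above a per-plate limit of that plate's mean compound inhibition plus 3 SD, cut at about 60% in these data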;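 further: 0% = DMSO wells and 100% = LY294002 at 200 µM; higher means less KLF5 promoter-driven luciferase light; inactives centre near -14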
HSF1 inh – HSF1 inhibitors in luciferase reporter cells, primary screen, cell-based, NIH3T3, luminescence. actives 0.77% (n = 300,000). AID 2098, 2009. NIH3T3-HGL HSE-luciferase, MG132-induced, luminescence 8 h; stronger effect = lower value. activity change, negative = inhibition, % at 7.5 µM (by protocol);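 active means more than half of replicate wells show activity change below -50%, luminescence cut by over half; inconclusive means some wells, but at most half, below -50%; inactive means no replicate well below -50%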;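 further: luciferase reports HSF-1 transcriptional activity via heat shock element; 0% = median of DMSO wells and -100% = zero luminescence signal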
HSP90 refold inh – HSP90 inhibitors, primary screen, cell lysate, luminescence. Rabbit reticulocyte lysate, luciferase refolding luminescence, 3 h. actives 0.91% (n = 290,000). inhibition, % at 5.6 µM. Heat shock protein HSP 90 (rabbit reticulocyte lysate; luciferase refolding);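 active means inhibition above the screen-wide mean plus 3 SD, computed separately per campaign, cut at about 16% in these data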;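 further: 0% = DMSO wells and 100% = 60 µM geldanamycin wells; inhibitors lower the luminescence because luciferase stays unfolded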
Platelet DG rel – inhibitors of platelet dense granule secretion, primary screen, cell-based, MLPCN, human platelets. inhibition, %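 (compounds screened at 7.5 µM in platelet-rich plasma)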. human platelet-rich plasma, SFLLRN dense granule ATP release, luminescence. AID 1663, 2009. actives 0.22% (n = 300,000);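 active means mean replicate score, as percent of positive control, at or above 50; inconclusive means mean below 50 but at least one replicate at or above 50; inactive means mean and every replicate below 50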
HIF activator – HIF pathway transcriptional activators, primary screen, cell-based, U2OS HRE-luciferase, luminescence. U2OS HRE-luciferase reporter; normalized: DMSO 0%, desferrioxamine 100%. activation, % at 7.5 µM (by protocol). actives 0.32% (n = 300,000). AID 1910, 2009;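 active means mean activation of at least 10% of the iron chelator positive control signal, with at least half of replicates also reaching 10%; inconclusive means mean and replicate majority disagree about reaching 10%; inactive means mean and most replicates under 10%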
* = called active by the depositor; ? = inconclusive; . = no result given. This is a subset; count on the stated rates, not on these rows.

smiles	IEC-6 tox	SKKanGAS inh	HSF-1 act	aSyn UTR inh	AI-2 QS modul	KLF5 inh	HSF1 inh	HSP90 refold inh	Platelet DG rel	HIF activator
CCCc1nc2ccccc2c(=O)n1-c1cccc(OC)c1	-2	-7	5	15	12	1	-3	3	0	-0.6
N#Cc1ccccc1Cn1cc(C(=O)c2cccs2)c2ccccc21	3	13	18	-1	5	9	18	4	.	-0.4
COC(=O)C1=C(c2cccc(OC)c2OC)C[C@@H]2CC[C@H]1N2C(=O)N1CCC(O)CC1	.	1	14	18	19	.	8	.	-2	0.5
O=C1NS(=O)c2cc([N+](=O)[O-])cc([N+](=O)[O-])c21 (stereo unspecified)	7	-8	0	7	40	-46	16	-2	-1	-6.9
C=CCn1c(O)c(C(C)=NC2CCN(Cc3ccccc3)CC2)c(=O)[nH]c1=O	-2	-1	-91	34	10	11	-88*	-1	-7	-0.1
CC(C)(C)c1ccc(C(=O)C2CCCN(Cc3ccon3)C2)cc1 (stereo unspecified)	0	-15	33	-124	45	-25	19	-3	-5	1.1
CC(=O)n1cc(C=C2C(=O)NC(=O)NC2=O)c2ccccc21	2	1	-11	12	14	-22	-5	0	2	-0.9
OC(CC#CCN1CCCCCC1)(c1ccccc1)C1CCCC1 (stereo unspecified)	-2	2	6	-2	6	-26	-6	3	5	1.8
CCCCC(=O)N/N=C/c1c(O)n(Cc2ccc(F)cc2)c(=O)[nH]c1=O	-3	4	8	-6	12	9	-6	-4	0	0.0
O=C(NC(Oc1ccccc1)C(Cl)(Cl)Cl)c1ccccc1 (stereo unspecified)	0	9	-2	30	5	25	-1	-2	-1	-0.8
Clc1cccc(N2CCNCC2)c1Cl	2	5	-4	7	8	-8	-4	-4	-1	-1.2
O=c1c2ccccc2nc(CNc2ccccc2)n1-c1ccccc1	1	17	20	-9	6	-18	-2	-2	5	0.2
Cc1ccc(/C=C2/C(=O)NC(=O)N(C)C2=O)cc1	-6	7	-4	6	34	2	-2	1	0	-0.2
COc1cc(OC)c(OC)cc1/C=C1\C(=O)NC(=O)N(Cc2ccccc2)C1=O	-1	1	-13	4	21	-35	0	3	-3	0.8
C=Cn1ccnc1P(=S)(c1ccccc1)c1nccn1C=C	1	3	-14	20	15	-6	0	-4	-6	-0.1
CSc1nc2ccc(C)cc2c(=O)n1-c1cccnc1	2	5	10	-1	18	-8	-11	9	16	0.0
COc1ccc(-n2c(C)nc3ccccc3c2=O)c([N+](=O)[O-])c1	8	2	4	15	0	-45	-6	6	7	-0.5
COc1ccc(OC)c(NC2=NCCCS2)c1	2	-3	-1	-5	20	-30	-4	-2	2	37*
COc1ccc(-c2nn(CCC#N)cc2C(=O)Nc2ccccc2Br)cc1	4	-3	-5	23	3	-9	2	1	-7	1.5
CC(C)(C)P(=O)(NCc1ccccc1)c1ccccc1 (stereo unspecified)	-2	.	19	9	13	11	-3	-3	0	-0.4
N#CCCn1cc(C(=O)Nc2ccccc2Cl)c(-c2ccc([N+](=O)[O-])cc2)n1	8	-2	3	7	30	4	-4	-1	4	0.0
Cn1c(O)c(Cc2cccc(Cl)c2Cl)c(=O)n(C)c1=O	-1	1	-4	-2	21	-30	-2	-2	3	0.1
CC(=O)c1cn(Cc2ccc(F)cc2)c2ccccc12	-4	-3	11	32	-5	-18	2	3	-8	1.2
Cc1ccc(N2Cc3ccccc3C2=N)cc1[N+](=O)[O-]	-7	19	-6	4	18	-33	0	4	1	-0.1
CN(C)CCc1nc2ccccc2c(=O)n1-c1ccccc1	9	-7	81*	-11	24	-1	33	-1	4	0.1
CN1CCCC(C(=O)c2ccccc2)C1 (stereo unspecified)	-6	-11	13	-4	23	-27	-2	-10	4	1.1
O=C(c1ccccc1F)c1cn(CC(=O)N2CCOCC2)c2ccccc12	3	10	-2	17	14	-22	-2	1	-2	0.0
CC(C)Cn1cc(C(=O)N2CCC3(CC2)OCCO3)c2c3ccccc3n(C)c2c1=O	1	0	14	3	.	2	8	2	5	-0.4
O=C1N(CN2CCOCC2)c2ccccc2C1(O)c1c[nH]c2ccccc12 (stereo unspecified)	2	2	6	-1	6	-24	-6	2	-5	-1.2
CCN1CCN(c2ccc([N+](=O)[O-])cc2C(=O)OC)CC1	3	4	12	11	24	-19	1	2	0	0.0
COc1ccccc1N1C(=O)NC(=O)/C(=C/c2ccc([N+](=O)[O-])s2)C1=O	-10	10	2	8	56	6	5	10	6	-0.5
Cc1ccc(C(=O)COC(=O)Cc2ccccc2)cc1	2	-3	9	-21	?	-43	-1	-2	1	0.8
CN1CC(C(=O)c2ccc(F)cc2)C(c2c(F)cccc2Cl)C1 (stereo unspecified)	1	12	82*	-10	2	-31	38	5	15	-0.7
COc1ccc(C2(C#N)CC[N+](C)(C)CC2)cc1	-2	1	1	3	-2	-24	-11	0	11	-0.2
O=C(NCc1ccccn1)c1ccccc1Cl	5	-2	-8	16	12	-5	-4	4	11	0.1
CCC(=NCC1CCCO1)c1c(O)n(-c2ccc(OC)cc2)c(=O)[nH]c1=O (stereo unspecified)	-1	1	.	.	24	-8	.	0	.	.
O=P(O)(O)Cc1ccccc1OP(=O)(c1ccccc1)c1ccccc1	3	4	12	13	3	-15	-9	3	1	-0.3
CN(C)C(Cc1ccc(Cl)cc1)C(=O)c1ccccc1 (stereo unspecified)	-8	6	-10	-82	0	-11	-6	0	-1	1.2
CC(C)(C)OC(=O)c1c(N)n(Cc2ccco2)c2nc3ccccc3nc12	8	9	43	-40	19	-32	21	29*	1	-2.6
CCN(CC)C(=O)c1ccc(NC(=O)c2cc(-n3cnnc3)ccc2Cl)cc1	0	-3	-15	20	24	-17	-3	3	1	-0.3
COc1cccc(N2C(=O)/C(=C/c3ccc(C)o3)C(=O)NC2=S)c1	-5	-1	4	-29	27	-31	4	1	2	0.2
CC1=CC(C)C(COC(N)=O)(COC(N)=O)C(C)C1 (stereo unspecified)	4	-6	-3	6	12	-9	1	3	13	-0.3
Cc1ccnc(NS(=O)(=O)c2ccc(N=Cc3c(O)n(C)c(=O)n(C)c3=O)cc2)n1	-4	6	5	-3	39	14	-1	0	3	0.0
CC(=NCCN1CCOCC1)c1c(O)n(-c2ccccc2C)c(=O)[nH]c1=O	0	-4	-28	44	24	-16	-7	0	-2	-1.4
COc1ccc(-c2nn(CCC#N)cc2C(=O)Nc2cccc([N+](=O)[O-])c2)cc1OC	-2	4	0	-9	8	-48	-4	-7	-1	-2.0
CCOc1ccc(NC(=O)c2ccc(NC(=O)COC(=O)Cc3ccccc3)cc2)cc1	-4	-7	27	-48	5	-24	23	0	-2	1.7
O=C(c1ccccc1)c1cn(CC(=O)N2CCOCC2)c2ccccc12	0	1	-18	11	.	-1	-1	5	-1	-0.3
O=C1NC(=O)C(CCc2ccccn2)(Cc2ccc3c(c2)OCO3)C(=O)N1CCc1ccccc1 (stereo unspecified)	-2	0	-4	6	0	-11	8	2	1	-0.1
Cn1c(O)c(C=NC2CC(C)(C)NC(C)(C)C2)c(=O)n(C)c1=O	4	2	18	15	20	-14	-1	2	-5	0.1
C/C(CC(c1ccccc1)c1c(O)c2ccccc2oc1=O)=N\NC(N)=S (stereo unspecified)	3	-4	-2	-3	33	-11	-6	1	-2	-0.6

Next entries:
smiles	IEC-6 tox	SKKanGAS inh	HSF-1 act	aSyn UTR inh	AI-2 QS modul	KLF5 inh	HSF1 inh	HSP90 refold inh	Platelet DG rel	HIF activator
CC(C)NS(=O)(=O)c1ccc(OCC(=O)N2CCN(Cc3ccc4c(c3)OCO4)CC2)c(Cl)c1	3	-10	4	-34	7	-10	-3	4	-5	-0.6
Cc1c(C(=O)c2cccc3ccccc23)c2cccc3c2n1[C@H](CN1CCOCC1)CO3	.	28	-8	-18	20	.	-10	.	-10	0.1
CN(C)CCN(CC1CCCN(Cc2ccccc2F)C1)C(=O)Cc1ccc(F)c(F)c1 (stereo unspecified)	1	-6	-2	-19	28	-18	0	0	11	-1.5
O=C(NC1CCCCC1)Oc1cc2oc(=O)sc2cc1Cl	1	4	-6	-62	-35	-19	2	18*	1	-0.2
CC(=O)Nc1ccccc1C(=O)OCc1ccccc1F	5	4	16	-60	0	-123	7	2	0	1.6
CC(=O)N1CN(C(C)=O)CN(C(C)=O)C1	-2	-2	2	0	18	-5	1	0	5	0.0
CCS(=O)(=O)N1CCCC(C(=O)N2CCC3(CC2)OCCO3)C1 (stereo unspecified)	1	-1	-6	8	14	-24	-4	2	-3	-2.0
Cn1c(O)c(C(=Nc2ccccc2)SCc2ccccc2Cl)c(=O)n(C)c1=O	4	30	2	2	5	-10	-5	1	0	-0.5
CC(C)CCOC(=O)c1c(N)n(CC2CCCO2)c2nc3ccccc3nc12 (stereo unspecified)	-2	12	16	22	25	-29	3	2	-1	0.1
Cc1oc(-c2cccs2)nc1CSCC(=O)N1CCC2(CC1)OCCO2	3	-5	3	-2	17	-16	-4	4	2	0.2
CN1C(=O)C(=Cc2ccccc2OCc2ccc(Cl)cc2)C(=O)N(C)C1=O	-1	3	?	-27	0	-75	17	-1	-1	2.4
CC(=NCc1cccnc1)c1c(O)n(-c2ccccc2)c(=O)[nH]c1=O	-8	-2	-6	-12	5	-15	-7	-2	5	-0.4
CC[C@H]1CC2CN3CCc4c([nH]c5cc(OC)ccc45)[C@](C(=O)OC)(C2)[C@H]13	.	-2	32	1	13	.	5	.	0	-0.6
COc1cc(C)c(-c2nc(CN3C[C@@H]4C[C@@H](C3)c3cccc(=O)n3C4)c(C)o2)cc1C	-8	9	22	7	17	-3	18	-2	-2	0.0
Oc1ccccc1-[n+]1c(-c2ccccc2)cc(-c2ccccc2)c(O)c1-c1ccccc1	.	12	-6	-21	7	.	22	.	14	1.4
Cc1nn(Cc2ccc(Cl)cc2Cl)c(Cl)c1C(=O)Nc1ccc(OC(F)F)cc1	-6	11	17	10	13	-25	5	-4	5	-0.6
Nc1cc(N2CCNCC2)c([N+](=O)[O-])cc1Cl	5	0	-1	28	28	-2	-4	-1	-6	0.0
CC1=C2[C@@H]3OC(=O)[C@H](C)C3CC[C@@]2(C)C=CC1=O (stereo partly specified)	-1	8	-4	4	8	-19	2	2	-3	-2.5
CC(C(=O)Nc1ccc(Br)cc1C(=O)c1ccccc1)N1CCCCC1 (stereo unspecified)	-10	-1	4	10	13	9	2	1	-7	0.0
Cn1c(O)c(/C=N/N2CCCCC2)c(=O)[nH]c1=O	-4	4	-5	27	5	2	-9	1	-3	-0.7
